KCNH2 3.1 inh = inhibitors of human KCNH2 3.1 potassium channel isoform; activity change, % (tested at about 1.8 µM); hit rate 0.95% among 340,000; U2OS KCNH2 3.1, thallium flux FluxOr; active compounds read low;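 active means maximum activity change below -70%; inconclusive means maximum activity change from -70% to -50%; inactive means maximum activity change above -50%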;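 further: thallium influx rate constant from kinetic fluorescence after stimulation buffer; on the % scale 0 is the no-effect control and ±100 the full control effect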
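FluxOr-based Tl+ influx in U2OS cells transduced with KCNH2 3.1 virus; rate constants normalized to DMSO controls.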
B2AR arrestin = beta2AR (human) beta-arrestin recruitment activity; hit rate 0.02% among 330,000; P07550; beta-arrestin recruitment to beta2AR, cell-based reporter; Potency, µM (doses to about 46.1 µM), inactives show at the top dose activation, actives largely listed as activators;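 further: potency means the concentration at half of the fitted maximal effect; 0% = DMSO controls and full agonism = EC100 isoproterenol or metaproterenol; nearly all actives have a fitted effect of over 65% in size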
Target sequence (P07550 whole entry, looked up): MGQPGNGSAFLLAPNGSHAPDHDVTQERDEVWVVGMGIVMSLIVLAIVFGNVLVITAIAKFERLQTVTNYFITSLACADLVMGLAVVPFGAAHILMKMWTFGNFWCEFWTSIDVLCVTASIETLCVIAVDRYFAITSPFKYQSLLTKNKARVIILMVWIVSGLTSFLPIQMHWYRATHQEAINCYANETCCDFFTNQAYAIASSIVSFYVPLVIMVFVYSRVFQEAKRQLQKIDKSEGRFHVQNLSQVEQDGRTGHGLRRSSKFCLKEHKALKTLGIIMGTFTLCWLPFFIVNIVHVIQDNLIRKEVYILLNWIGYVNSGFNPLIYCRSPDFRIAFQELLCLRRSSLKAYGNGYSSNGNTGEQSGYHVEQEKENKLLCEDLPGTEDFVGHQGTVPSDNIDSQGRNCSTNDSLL
Menin-MLL TR inh = displaces Texas Red mutant MLL peptide from human menin; Potency, µM (series often up to 61.6 µM), for the others: at the top dose FP activity change, negative = inhibition, actives largely listed as inhibitors; O00255; AID 1768; hit rate 0.23% among 270,000; Menin + Texas Red MLL mutant peptide, fluorescence polarization; active means well fitted inhibition curve with a large enough effect in the polarisation, with a control signal flat, not every such curve was filed as active; inconclusive means small, poorly fitted or top-dose-only effect, or effect the other way, or a change in a side signal; inactive means no such curve, though single readings can be large or run the other way; the % refers to the polarisation; further: potency means the concentration at half of the fitted maximal effect; % of control where 0% means no effect; many of its hits are not listed in these tables
USP2a inh = blocks human ubiquitin-specific protease USP2a; USP2 core, Ub-CHOP2 coupled fluorogenic reporter, 485/531; AID 463254; Potency, µM (highest dose often 38.3 µM), for the others: at the top dose activity change, negative = inhibition, usual class: inhibitors; O75604; hit rate 0.01% among 330,000;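 further: potency means the concentration at half of the fitted maximal effect; plate controls were DMSO wells for no effect and full inhibition by NEM control for full effect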
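Deubiquitinase activity read as fluorescence (485/531 nm) after Ub-CHOP2 cleavage activates the enterokinase reporter on its substrate; USP2 core 10nM, Ub-CHOP2 and substrate 25nM each, 30min compound preincubation then 60min RT; data normalized to NEM, curves fitted.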
MLL CXXC-DNA inh = blocks binding of human MLL CXXC domain to DNA | Q03164 | MLL-CXXC / FITC-HOXA9 DNA fluorescence polarization | Potency, µM (top dose mostly 115 µM), for inactives: at the top dose activity change, negative = inhibition, most hits filed as inhibitors | hit rate 0.037% among 290,000 | AID 2662; active means well fitted inhibition curve with a large enough effect in the polarisation, with a control signal flat, not every such curve was filed as active; inconclusive means small, poorly fitted or top-dose-only effect, or effect the other way, or a change in a side signal; inactive means no such curve, though single readings can be large or run the other way; the % refers to the polarisation; further: potency means the concentration at half of the fitted maximal effect
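Purified MLL-CXXC (added from a 7 uM solution) was preincubated 5 min at ambient with pinned compounds in 50 mM Tris-HCl pH 7.5, 50 mM NaCl, 1 mM DTT, 0.05% BSA. Fluorescein-labeled HOX-A9 DNA (50 nM solution) followed, 30 min, then polarization read.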
TRPV1 agonist = human TRPV1 agonism; activation, % at 8.33 µM; hit rate 0.19% among 320,000; TRPV1-expressing cells, Fluo-8 calcium influx, agonist mode; Q8NER1; AID 540275; in the data active means activation above about 80%; inconclusive means between about 30% and that limit; further: 0% is about no effect
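Fluo-8 calcium influx in TRPV1-expressing cells, kinetic read (ex 480/em 520 nm). Compound added and read 3 min for agonist activity, followed by capsaicin at EC20 final and 2 min further read for enhancement.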
hERG WT inh = blocks the wildtype human KCNH2 potassium channel; Q12809; U2OS, BacMam KCNH2, thallium flux FluxOr; active compounds read low; activity change, % at 1.84 µM; hit rate 0.37% among 340,000; AID 720551;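 active means maximum activity change below -70%; inconclusive means maximum activity change between -70% and -50%; inactive means maximum activity change above -50%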; further: on the % scale 0 is the no-effect control and ±100 the full control effect
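U2OS cells were transduced with wild-type KCNH2 virus (2.03 x 10^8 / mL) for 4 h at room temperature, then cultured overnight at 37 C. Thallium flux was read with FluxOr dye. Rate constants were normalized to DMSO controls.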
PKM2 activator = PKM2 (human) enzyme activation | P14618 | hit rate 0.34% among 260,000 | purified PKM2, Kinase-Glo ATP luminescence, activation; response scale: 0% is enzyme alone, no compound | Potency, µM (series often up to 57.5 µM), without a hit: at the top dose activation, most hits filed as activators; further: potency means the concentration at half of the fitted maximal effect; on the % scale 0 is the no-effect control and ±100 the full control effect; nearly all actives have a fitted effect of over 55% in size
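hPK-M2, >95% pure; 0.1 mM ADP / 0.5 mM PEP final; imidazole pH7.2 buffer w/ 7 mM MgCl2, 50 mM KCl; 1 h RT; Kinase-Glo lum. Intermediate enzyme activity for dual inhibitor/activator qHTS.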
Giardia kill = Giardia lamblia killing; Giardia lamblia trophozoite viability; AID 540267; hit rate 0.15% among 340,000; activity change, % at 7.66 µM, hits read low; in the data active means activity change below about -80%; inconclusive means between about -30% and that limit;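 further: parasites exposed to compound for two days anaerobically before the ATP read; on the % scale 0 is the no-effect control and ±100 the full control effect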
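Media and compound were dispensed first, then trophozoites at 100 cells/well; plates sat 48 hrs at 37 deg C without oxygen before ATP luminescence reagent was added and read after 15-30 min at room temperature.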
GALK inh = galactokinase (human) inhibition. hit rate 0.007% among 270,000. Potency, µM (series often up to 57.5 µM), without a hit: top-dose activity change, negative = inhibition, usual class: inhibitors. P51570. Purified GALK, Kinase-Glo residual ATP luminescence; further: potency means the concentration at half of the fitted maximal effect; on the % scale 0 is the no-effect control and ±100 the full control effect
Target sequence (P51570 whole entry, looked up): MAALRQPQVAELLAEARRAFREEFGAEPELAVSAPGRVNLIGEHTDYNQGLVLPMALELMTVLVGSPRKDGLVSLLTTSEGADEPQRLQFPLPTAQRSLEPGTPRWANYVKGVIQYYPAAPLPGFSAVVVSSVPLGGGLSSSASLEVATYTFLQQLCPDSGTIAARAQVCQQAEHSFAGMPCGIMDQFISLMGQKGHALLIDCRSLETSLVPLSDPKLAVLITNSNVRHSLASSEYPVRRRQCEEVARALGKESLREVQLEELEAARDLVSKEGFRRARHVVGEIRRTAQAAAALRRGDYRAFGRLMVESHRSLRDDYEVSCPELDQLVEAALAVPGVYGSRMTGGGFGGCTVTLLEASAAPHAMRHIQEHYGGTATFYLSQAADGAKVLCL
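Kinase-Glo Plus luminescence measured ATP left after a 1 h room-temperature reaction. The reaction used 5 nM GALK, 100 uM galactose and 35 uM ATP at pH 8.0 (20 mM HEPES, 5 mM MgCl2, 60 mM NaCl, 1 mM DTT, 0.01% BSA).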
FBPA coupling cs = counter-screen for Giardia aldolase inhibitors: coupling enzyme system. coupling enzyme system counterscreen, AmpLite Red fluorescence. activity change, negative = inhibition, % at 58.2 µM, hits read low. hit rate 0.67% among 290,000. AID 2472; in the data active means activity change below about -30%; further: on the % scale 0 is the no-effect control and ±100 the full control effect
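Final compound at 57.5 uM, incubated 10 min at RT with coupling enzyme reagent (glyceraldehyde-3-phosphate), then 20 min with substrate and AmpLite Red detection. Fluorescence read at 525/598 nm; tests interference with the coupling assay, not aldolase inhibition.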
Starred values were filed as active, the others as inactive; ? = inconclusive; / = no result given; [ ] = dose if it differs, or a comment. Unless noted, the call rests on the fitted dose curve; in most records, active means well fitted curve in the direction sought with a large enough effect; inconclusive means small, poorly fitted or top-dose-only effect, or another doubt; inactive means no such curve, though single readings can be large; an effect the other way counts as inactive or inconclusive. An excerpt; rates above refer to the full screens.

Results follow in this order: KCNH2 3.1 inh	B2AR arrestin	Menin-MLL TR inh	USP2a inh	MLL CXXC-DNA inh	TRPV1 agonist	hERG WT inh	PKM2 activator	Giardia kill	GALK inh	FBPA coupling cs
O=C(CNCC1CCCO1)Nc1ccc([N+](=O)[O-])cc1C(=O)Nc1ccccc1F (stereo not given)
  0	-0.2%	5%	-1%	3%	2	5	3%	12	5%	1
Cc1cccc(N2CCN(C(=O)C3CCN(c4nnc(-n5cccc5)s4)CC3)CC2C)c1 (stereo not given)
  1	0.4%	2%	-3%	-7%	14	-2	6%	-8	-1%	-10
Cc1onc(-c2ccccc2Cl)c1C(=O)OCC(=O)Nc1cccc(S(=O)(=O)N2CCOCC2)c1
  15	-0.6%	?	3%	15%	8	12	-2%	5	-2%	0
Cc1ccc(S(=O)(=O)N2CCCC(C(=O)NCc3cccnc3)C2)cc1Cl (stereo not given)
  8	-0.2%	17%	0%	6%	28	-4	13%	4	0%	2
CN(C)C(=O)CCC(=O)N1CCCCC1C(=O)Nc1ccc(Oc2ccccc2F)cc1 (stereo not given)
  1	0.1%	3%	4%	3%	11	-6	-1%	2	-3%	0
Cc1nn(CCc2nn[nH]n2)c2nc(-c3ccc(C4CCCCC4)cc3)cc(C(F)(F)F)c12
  1	2.8%	20%	1%	1%	12	-11	2%	9	-21%	3
N#Cc1nc(COc2ccccc2)oc1N1CCC(Cc2ccccc2)CC1
  -17	-0.2%	-18%	-6%	-1%	5	-3	19%	7	0%	-4
OCCCNc1ncnc2oc(-c3ccccc3)c(-c3ccccc3)c12
  -7	0.4%	8%	-1%	-1%	27	-18	/	-4	-6%	3
COc1ccc(N(C)C(=O)Cc2c(C(=O)O)[nH]c3ccccc23)c(OC)c1
  -1	0.4%	3%	3%	1%	19	2	9%	13	0%	6
COc1ccc(CN(C)C(=O)c2cccc(S(=O)(=O)N3CCN(c4ccccc4)CC3)c2)c(OC)c1OC
  -6	0.0%	/	-4%	/	-3	4	/	-7	/	/

(further entries)
Results follow in this order: KCNH2 3.1 inh	B2AR arrestin	Menin-MLL TR inh	USP2a inh	MLL CXXC-DNA inh	TRPV1 agonist	hERG WT inh	PKM2 activator	Giardia kill	GALK inh	FBPA coupling cs
COc1cc(/C=C(\NC(C)=O)C(=O)NC(C)(C)C)ccc1OC(C)=O
  8	0.1%	9%	2%	17%	1	9	3%	2	0%	2
Cc1cccc(NS(=O)(=O)c2ccc(C(=O)NCC(c3ccco3)N3CCCCC3)cc2)c1C (stereo not given)
  6	0.4%	/	1%	/	-2	8	/	7	/	/
O=C(Cc1ccccc1[N+](=O)[O-])NC1CC1
  10	-0.3%	-3%	1%	-21%	4	11	4%	5	-2%	1
COc1ccc(/C=N/Nc2nc(-c3cccnc3)nc3ccccc23)cc1OC
  1	-0.1%	/	-2%	39%[activator]	4	4	-1%	2	2%	-2
CCC(=O)Nc1nc2ccccc2n1Cc1ccccc1Cl
  2	-1.6%	/	0%	3%	9	-5	-9%	-20	3%	-3
COc1ccc2c(c1OC)C(=O)N1C(C(=O)O)Cc3c([nH]c4ccccc34)C21 (stereo not given)
  -9	-1.6%	-2%	0%	10%	-2	2	-10%	-20	1%	1
Brc1ccccc1CN1CCC(Cc2ccccc2)CC1
  3	-0.1%	-6%	-1%	-1%	2	10	1%	-16	-1%	0
Cc1ccc2c(SCC(=O)NCc3ccco3)nc(-c3ccc(F)cc3)nc2c1
  5	-0.3%	-11%	-3%	5%	-1	-12	0%	-1	17%	-1
NS(=O)(=O)c1ccc(CCNC(=O)CCNC(=O)c2ccco2)cc1
  5	-0.2%	-16%	-1%	1%	-2	0	5%	8	11%	5
Cc1ccc(C2=NN=C(NC(=O)C(F)(F)F)SC2)cc1
  9	-0.8%	3%	1%	-7%	1	-3	12%	?	-1%	1

Following part:
Results follow in this order: KCNH2 3.1 inh	B2AR arrestin	Menin-MLL TR inh	USP2a inh	MLL CXXC-DNA inh	TRPV1 agonist	hERG WT inh	PKM2 activator	Giardia kill	GALK inh	FBPA coupling cs
Cc1[nH]c(=O)[nH]c(=O)c1S(=O)(=O)N1c2ccc(F)cc2CCC1C (stereo not given)
  2	-0.3%	-3%	4%	-8%	-2	17	6%	7	2%	-9
CCC1CN(C(=O)Nc2cccc(C)c2)c2cc(C)ccc2O1 (stereo not given)
  -11	-0.1%	?	-2%	-7%	?	24	-1%	-7	-1%	0
Cc1ccc(C)c(NC(=O)c2cc3c([nH]c4ccccc43)c(C)n2)c1
  -6	-0.1%	?	1%	37%[activator]	3	-2	-10%	2	/	-3
CCOC(=O)COc1cc(Br)c(C2NC(=O)NC(C)=C2C(C)=O)cc1OCC (stereo not given)
  4	0.5%	4%	0%	-9%	0	-7	-4%	-22	0%	3
CCOc1cnc(-c2c(-c3c(F)cccc3Cl)noc2C)o1
  1	0.2%	-11%	0%	19%	25	2	0%	3	1%	-1
CC(=O)N1CCCC1C(=O)O (stereo not given)
  -1	/	-1%	/	/	/	-6	/	-7	/	-1
CCCC(CCC(=O)Nc1nccs1)C(=O)O (stereo not given)
  -4	-0.1%	-2%	1%	6%	-1	-5	4%	7	4%	-3
O=C(O)c1cccc(S(=O)(=O)Nc2ccc3c(c2)OCO3)c1
  10	0.0%	2%	-1%	1%	-1	-6	6%	-2	3%	-14
COc1cc(C2C(C#N)=C(N)N(N(C)C)C3=C2C(=O)CC(C)(C)C3)cc(OC)c1OC (stereo not given)
  19	0.1%	-7%	3%	9%	-6	0	/	-27	0%	3
O=S1(=O)CC=C(CSC(=S)NC2CCS(=O)(=O)C2)C1 (stereo not given)
  -4	-0.2%	11%	-1%	8%	0	-16	8%	-10	3%	0

(continued)
Results follow in this order: KCNH2 3.1 inh	B2AR arrestin	Menin-MLL TR inh	USP2a inh	MLL CXXC-DNA inh	TRPV1 agonist	hERG WT inh	PKM2 activator	Giardia kill	GALK inh	FBPA coupling cs
O=c1cc(CO)oc(C(Nc2ccccn2)c2ccsc2)c1O (stereo not given)
  /	0.6%	16%	2%	-11%	4	/	-3%	/	-1%	-15
Cc1onc(-c2ccccc2)c1C(=O)N1CCC(CO)(Cc2ccccc2)CC1
  2	4.5%	-2%	2%	5%	18	3	-1%[0.46 µM]	15	-1%	0
Cc1ccccc1NC(=O)C1Cc2ccccc2C(=O)O1 (stereo not given)
  9	-0.4%	5%	1%	-9%	0	6	-2%	-8	1%	-1
CCN(CC)c1ccc(-n2cc3c(=O)n(C)c(=O)n(C)c3c2)cc1
  3	0.5%	0%	4%	4%	?	-1	2%	22	1%	-2
CC1(C)CC(NC(=O)C2CCCCC2)CC(C)(C)N1
  2	-0.8%	7%	2%	6%	2	0	-3%	2	-3%	3
CC(C)CC(NC(=O)c1ccccc1)C(=O)OCC(=O)Nc1ccc(S(N)(=O)=O)cc1 (stereo not given)
  -14	0.3%	10%	3%	15%	0	5	-4%	1	1%	0
CCN(C(=O)COC(=O)c1ccc(Cl)nc1)C1CCS(=O)(=O)C1 (stereo not given)
  5	-0.2%	-19%	-9%	3%	0	-7	0%	26	-1%	-2
S=C(NCc1ccccc1)N1CCN(c2ccccc2)CC1
  -74*	-0.9%	?	1%	-7%	?	0	12%	-2	2%	6
CN1C(=O)c2ccc(S(=O)(=O)c3ccc(C(=O)O)cc3)cc2C1=O
  -11	-1.0%	-14%	0%	4%	5	5	-1%	-10	-1%	15
O=C(NCc1ccncc1)C(=O)NCC1OCCCN1S(=O)(=O)c1cc(F)ccc1F (stereo not given)
  -7	-0.2%	/	-2%	1%	2	6	0%	17	0%	/

The results go on.
Results follow in this order: KCNH2 3.1 inh	B2AR arrestin	Menin-MLL TR inh	USP2a inh	MLL CXXC-DNA inh	TRPV1 agonist	hERG WT inh	PKM2 activator	Giardia kill	GALK inh	FBPA coupling cs
CCc1c(C#N)sc(C(N)=O)c1CC
  -4	-0.3%	/	-1%	-4%	-3	5	4%	-23	7%	0
CN(C)C(CNc1ccc(C(N)=O)cc1[N+](=O)[O-])c1ccccc1 (stereo not given)
  6	-1.1%	12%	0%	-6%	1	3	/	-17	1%	-1
Cc1nc(SCC(=O)NCCc2ccccc2)n[nH]1
  -2	-2.2%	1%	-4%	4%	2	-3	-1%	3	3%	2
O=C(/C=C/c1ccc(Br)cc1)NC(=S)N1CCOCC1
  4	0.8%	1%	1%	-6%	?	0	-4%	11	0%	2
